Screens: PubChem BioAssay, Broad Institute
E-sel inducer: E-selectin induction in HUVECs, primary screen, imaging, HUVEC, immunofluorescence imaging, single point; P16581; normalized: neutral wells 0, TNF-alpha wells 100; activation, % at 7.58 µM; 260,000 tested, 0.37% active;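 active means mean E-selectin-positive cell signal at least 10% of the positive control, reached in at least 60% of replicates, without over 20% cell loss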;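 further: in these data hits start at about 27%; measured in HUVEC primary endothelial cells; signal is the percent of cells scored E-selectin positive by PE staining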
Target sequence (P16581 whole entry, looked up): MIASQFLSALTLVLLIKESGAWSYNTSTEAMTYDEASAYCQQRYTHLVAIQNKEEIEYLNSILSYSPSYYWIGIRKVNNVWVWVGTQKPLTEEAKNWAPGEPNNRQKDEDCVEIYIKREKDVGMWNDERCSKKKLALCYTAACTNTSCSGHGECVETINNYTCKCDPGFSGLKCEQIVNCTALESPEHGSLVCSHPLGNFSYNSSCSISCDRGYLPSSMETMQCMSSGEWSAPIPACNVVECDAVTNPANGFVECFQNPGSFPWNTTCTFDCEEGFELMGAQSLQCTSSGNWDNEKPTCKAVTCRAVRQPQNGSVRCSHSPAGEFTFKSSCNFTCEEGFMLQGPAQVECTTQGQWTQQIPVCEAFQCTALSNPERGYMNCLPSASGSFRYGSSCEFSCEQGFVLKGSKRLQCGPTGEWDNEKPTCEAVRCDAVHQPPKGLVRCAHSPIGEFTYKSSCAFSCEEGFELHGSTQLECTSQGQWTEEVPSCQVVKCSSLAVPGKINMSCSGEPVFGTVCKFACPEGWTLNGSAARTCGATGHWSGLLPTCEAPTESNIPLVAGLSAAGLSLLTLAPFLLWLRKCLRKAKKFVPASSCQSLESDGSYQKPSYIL
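Material: HUVEC primary endothelial cells; Amount: 3,000 cells per well; Dosing: single concentration; Medium: EGM-2 growth medium on 0.1% gelatin-coated wells; Read-out basis: percent E-selectin-positive cells; Signal: immunofluorescence imaging; Control set: TNF-alpha, DMSO.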
FN deposit inh: inhibitors of fibronectin matrix deposition, primary screen, AH1F cells, Alexa488-fibronectin fluorescence, plate reader; AH1F fibroblasts, overnight; inhibition, % at 12.6 µM; 350,000 tested, 0.086% active; AID 743247, 2014;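 active means mean inhibition across replicates of 30% or more, regardless of how many single replicates reach that level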;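 further: positive control wells lacked labelled fibronectin entirely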
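Assay system: AH1F fibroblasts assembling fluorescent fibronectin matrix; Amount: 10000 AH1F cells per well; Buffer or medium: DMEM, 2% serum; Probe or stimulus: Alexa488-fibronectin, 24 nM final in well; Doses: single compound dose, delivered by pin transfer; Incubation: 1 h adhesion, overnight exposure; Measured by: fluorescence 485/525 nm; Read-out: fibronectin deposition inhibition.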
S100A4 inh HTS: inhibitors of S100A4-myosin IIA peptide binding, primary screen, biochemical, fluorescence polarization, TAMRA-MyoIIA peptide; Protein S100-A4 (Homo sapiens), P26447; inhibition, % at 10.7 µM; 360,000 tested, 0.14% active;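 active means mean inhibition of at least 70% across replicates, with every replicate also reaching that level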
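Test system – S100A4 monomer (human) · Compound – single-point compound testing · Schedule – 5 min incubation before reading · Probe or stimulus – TAMRA-labelled myosin IIA heavy-chain peptide probe, 5 nM · Benchmarks – neutral control DMSO, positive control TFP · Medium – Calcium-containing HEPES buffer, pH 7.2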
RAD54 branch: inhibitors of human RAD54 branch migration, primary screen, biochemical, fluorescence, single point. AID 602329, 2012. 360,000 tested, 0.14% active. inhibition, % at 10.4 µM. RAD54 Holliday junction branch migration, FAM/BHQ fluorescence. DNA repair and recombination protein RAD54-like (Homo sapiens), Q92698;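 active means mean normalized replicate activity at least 40 and at least half of replicates scoring 40 or more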;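 further: 0% = median of neutral control wells and 100% = median of positive control wells; inhibitors cause a drop in the FAM fluorescence signal; in these data hits start at about 50%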
esBAF inh: Bmi1 luciferase reporter increase in mESCs, primary screen, esBAF inhibitor project, mouse ES cells, Bmi1 luciferase knock-in, single point. AID 602393, 2012. reporter increase, % at 12.5 µM. 24 h; 100% = twice the neutral-well signal. 350,000 tested, 2% active; in the data active means activation above about 40%;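 further: 0% = median of the plate's neutral control wells and 100% = double that signal; a rise in the Bmi1 reporter signal indicates esBAF inhibition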
XiGFP reactiv: activators of inactive X chromosome reactivation, primary screen, imaging, XiGFP fibroblasts, GFP high-content imaging, set 2; XiGFP mouse fibroblasts, % GFP-positive cells imaging, 3 d; cells co-treated with 5-aza-dC sensitizer; scaled so ellipticine positive control = 100%; activation, % at 7.58 µM; 360,000 tested, 0.055% active; AID 743238, 2013;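 active means mean normalized replicate activation at least 10% and every replicate at or above 10%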;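 further: 0% = median of on-plate neutral control wells and 100% = ellipticine 6 µM median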
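Material: XiGFP fibroblasts, SV40-immortalized. Buffer or medium: DMEM plus 5-aza-dC sensitizer. Compound: single concentration per compound, delivered by pin transfer. Times: 3 days compound exposure. Controls: ellipticine 6 µM.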
EWS-Fli inh: EWS/Fli-driven NR0B1 reporter inhibitors, primary screen, A673 cells, NR0B1 luciferase, luminescence, MLPCN library; inhibition, % at 12.6 µM; viability-normalised; 350,000 tested, 0.67% active;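 active means mean inhibition of at least 50% after viability correction, with every replicate also passing that limit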;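 further: firefly luciferase signal divided by Alamar Blue viability fluorescence both relative to DMSO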
RAD52 anneal inh: RAD52 DNA annealing inhibitors, primary screen, biochemical, FRET, single point, set 2 | recombinant RAD52 DNA annealing, FRET fluorescence | inhibition, % at 18.7 µM | 360,000 tested, 0.46% active | DNA repair protein RAD52 homolog (Homo sapiens), P43351;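 active means every replicate showing at least 50% inhibition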
Target sequence (P43351 whole entry, looked up): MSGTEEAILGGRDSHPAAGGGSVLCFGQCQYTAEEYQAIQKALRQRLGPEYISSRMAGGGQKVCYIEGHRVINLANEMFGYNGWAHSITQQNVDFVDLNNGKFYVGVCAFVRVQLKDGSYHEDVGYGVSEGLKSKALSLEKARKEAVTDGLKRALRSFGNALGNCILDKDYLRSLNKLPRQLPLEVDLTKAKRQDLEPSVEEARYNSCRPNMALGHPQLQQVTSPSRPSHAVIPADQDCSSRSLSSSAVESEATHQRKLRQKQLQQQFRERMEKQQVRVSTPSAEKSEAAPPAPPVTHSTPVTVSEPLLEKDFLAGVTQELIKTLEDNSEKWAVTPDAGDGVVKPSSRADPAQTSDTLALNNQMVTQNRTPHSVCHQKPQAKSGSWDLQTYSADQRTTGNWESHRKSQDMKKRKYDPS
* marks the source's active call; other numbers are inactive results; nt = no result given; & = joins results of further samples.

Screens in order: E-sel inducer, FN deposit inh, S100A4 inh HTS, RAD54 branch, esBAF inh, XiGFP reactiv, EWS-Fli inh, RAD52 anneal inh
> CC(C)C#Cc1ccc2c(c1)O[C@@H](CN(C)C)[C@@H](C)CN([C@H](C)CO)S2(=O)=O
→ 0.2, nt, nt, nt, -6.5, -0.4, -0.4, nt
> COCCN(C[C@@H]1N[C@@H](CO)[C@H]1c1ccc(-c2cccnc2)cc1)C(C)=O
→ 0.0, 1.8, 8.3, -1.2, 6.5, 0.0, -5.5, -5.4
> CCOC(=O)C1(Cc2cccc(F)c2)CCN(C(=O)C2CCC2)CC1
→ 4.4, 1.2, 2.6, nt, nt, 0.2, -12.7, -8.4
> CO[C@@H]1CN(C)C(=O)c2ccc(NS(=O)(=O)CC(F)(F)F)cc2OC[C@H](C)N(Cc2nccs2)C[C@@H]1C
→ 0.2, -1.9, 8.3, -0.8, -7.4, 0.5, -1.8, -11.7
> Cc1cc(Nc2ccccc2)nc(N2CCN(C(=O)c3ccc4c(c3)OCO4)CC2)n1
→ nt, 4.3, -1.9, 1.2, 0.8, -0.1, 3.9, -9.8
> C[C@@H]1CCCCO[C@@H](CN(C)C(=O)Nc2ccccc2)[C@H](C)CN([C@@H](C)CO)C(=O)c2cc(NC(=O)Nc3cccc4ccccc34)ccc2O1
→ -0.3, -8.1, -14.6, -6.1, -6.0, 0.1, 10.6, 7.1
> N#Cc1ccncc1S(=O)c1ccc(Cl)cc1 (configuration not stated)
→ nt, -5.6, -26.6, -17.4, 6.0, 0.1, 11.1, 6.8
> CCCN1CCN(C(=O)CCc2nnc3ccc(N4CCN(c5cccc(OC)c5)CC4)nn23)CC1
→ 0.0, 10.2, 0.9, 10.2, 2.3, 0.1, -7.2, 5.0
> COC(=O)c1c(NC(=O)c2ccc(S(=O)(=O)N3CC(C)OC(C)C3)cc2)sc2c1CCN(C)C2 (configuration not stated)
→ -0.3, 9.4, -5.4, 50.1*, -11.0, 5.7, 23.0, 51.2*
> COCCNC(=O)C(c1ccc(O)cc1)N(Cc1cccs1)C(=O)CCC(=O)Nc1ccccn1 (configuration not stated)
→ -0.1, 3.7, 1.3, 8.7, 1.4, 0.0, -4.7, -6.6
> Cc1cc(=O)[nH]c(N/N=C/c2c(F)c(F)c(F)c(F)c2F)n1
→ -0.1, 0.8, -2.9, -7.7, -1.0, 0.0, 16.3, -8.3
> CN1CCN(S(=O)(=O)c2cccc(C(=O)N(C)C(c3ccccc3)c3ccccc3)c2)CC1
→ 0.1, -9.5, 3.2, nt, -27.5, 0.1, 1.4, 7.3
> O=C(Nc1ccc(Oc2ccccc2)nc1)C1CCCCN1Cc1ccc(O)cc1 (configuration not stated)
→ nt, 5.8, 0.1, -5.0, 0.2, 0.0, -7.1, -9.0
> CC(C)NC(=O)Nc1ccc2c(c1)CC(=O)N([C@H](C)CO)C[C@H](C)[C@H](CN(C)CC1CC1)O2
→ -1.7, -4.1, 4.0, -1.3, 1.6, -0.6, nt, -6.7
> CCC(C)(C)NC(=O)C(c1ccc(C)cc1)N(CCN1CCOCC1)C(=O)CNC(=O)c1cccs1 (configuration not stated)
→ nt, 1.7, -1.9, -11.0, -4.6, 0.0, 14.3, -7.4
> N#Cc1ccc(N[C@@H]2CCN3C(=O)c4ccccc4[C@@H]3C[C@H]2O)cc1
→ 0.4, 6.7, -1.6, 0.8, -6.9, 0.0, -3.6, -4.8
> C[C@@H]1CN([C@@H](C)CO)C(=O)CCCn2nncc2CO[C@@H]1CN(C)S(=O)(=O)c1ccc(-n2cccn2)cc1
→ -0.5, 3.8&-6.6, -3.0&1.3, -1.6&-2.8, -3.0&-0.2, -0.1&-0.6, -1.4&-2.0, -16.0&-6.7
> COc1ccc(CCNC(=O)COC(=O)c2ccc(N3CCCC3=O)cc2)cc1
→ nt, nt, -5.3, nt, nt, 0.0, -0.5, -0.4
> CC12CCC(C(=O)Nc3cc(F)ccc3F)(CC1=O)C2(C)C (configuration not stated)
→ -1.7, nt, 1.0, -0.7, 2.0, 0.2, -2.7, -2.7
> O=C(Nc1ccc(F)cc1)N[C@H]1C=C[C@H](CC(=O)N2CCCCC2)O[C@H]1CO
→ 0.3, 0.6, 12.6, 3.9, -3.8, -0.6, -0.7, 18.3
> Cc1cc2nc(CS(=O)(=O)c3ccccc3)cc(=O)n2[nH]1
→ nt, 9.3, -5.0, nt, -4.6, 0.0, 1.1, -12.1
> Cc1c(NS(=O)(=O)c2cccc(C(=O)NCc3cccc(Cl)c3)c2)c(=O)n(-c2ccccc2)n1C
→ -0.3, 2.0, -4.9, -5.2, 0.1, 0.0, -1.0, -17.5
> CN(C)/C=N/S(=O)(=O)c1cccn1-c1ncc(C(F)(F)F)cc1Cl
→ nt, nt, -7.5, nt, nt, 0.2, -3.7, -6.3
> CO[C@H]1CN(C)C(=O)c2ccc(NC(=O)C3CCCC3)cc2OC[C@@H](C)N(C(C)=O)C[C@@H]1C
→ 0.0, -14.7, -4.6, -2.7, 1.9, 0.0, 3.3, 5.6
> O=C(NCCCC1CCCC1)C1CCC(=O)N(Cc2cccc(C(F)(F)F)c2)C1 (configuration not stated)
→ -0.2, nt, -1.2, -6.7, 0.6, 0.0, nt, -9.7
> COc1ccc(NC(=O)c2cc(C3CCCCN3C(=O)c3ccc4c(c3)CCO4)on2)c(C)c1 (configuration not stated)
→ 2.3, 0.5, -3.4, -10.4, 1.8, 0.0, -4.9, -14.2
> COc1cc2c(cc1OC)/C(=C/C(=O)c1ccc([N+](=O)[O-])c(C)c1)NCC2
→ 0.2, 14.9, -4.4, -10.9, -0.9, 0.1, 1.8, 3.8
> C[C@H]1CN([C@@H](C)CO)C(=O)Cc2cc(N(C)C)ccc2O[C@@H]1CN(C)S(=O)(=O)c1ccc(Cl)cc1
→ nt, nt, 13.1, -2.6, -4.3, 1.2, -2.2, 1.7
> O=C(CCC(=O)NNc1nc2ccccc2c2nc(-c3ccccc3)nn12)NCCCN1CCCC1=O
→ -2.0, -3.4, 0.9, -6.6, nt, 2.2, -11.3, -9.0
> COc1ccc(-c2cccc3c2NC(=O)C3=O)cc1OC
→ 1.6, -5.4, -3.6, 5.6, -3.8, 0.1, 10.3, -10.0

3 entries from above, sorted by their value in S100A4 inh HTS, low to high.
Molecule	S100A4 inh HTS
Cc1cc2nc(CS(=O)(=O)c3ccccc3)cc(=O)n2[nH]1	-5.0
COc1ccc(NC(=O)c2cc(C3CCCCN3C(=O)c3ccc4c(c3)CCO4)on2)c(C)c1 (configuration not stated)	-3.4
O=C(NCCCC1CCCC1)C1CCC(=O)N(Cc2cccc(C(F)(F)F)c2)C1 (configuration not stated)	-1.2

Remaining list, next part:
canonical_smiles	E-sel inducer	FN deposit inh	S100A4 inh HTS	RAD54 branch	esBAF inh	XiGFP reactiv	EWS-Fli inh	RAD52 anneal inh
CC(C)C[C@H]1CN([C@@H](CC(C)C)CN2CCCC2CN2C(=S)NC[C@@H]2Cc2ccccc2)C(=S)N1CC1CCCCC1 (some centres not stated)	0.8	-3.3	-2.1	nt	nt	0.0	13.0	-1.2
CC(C)c1ccccc1NS(=O)(=O)c1cccs1	1.2	7.9	0.5	2.8	-8.3	0.0	-8.5	-0.7
O=C(Cc1c(Cl)cccc1Cl)N/N=C/c1cccnc1	-0.1	-1.0	-0.9	8.3	nt	0.0	nt	-9.7
CCCc1cc(NCCN(C)C)n2c(nc3ccccc32)c1C#N	0.0	4.3	-10.3	13.4	2.9	-0.1	-0.5	-121.0
Cc1ccc(NC(=O)CSc2ncccc2C(=O)Oc2cccc([N+](=O)[O-])c2)cc1Cl	nt	2.1	-2.8	nt	nt	-0.1	-19.5	-21.9
O=C(O)CC(Cc1ccc(Br)cc1)C(=O)Nc1ccccc1 (configuration not stated)	nt	-1.4	-5.4	-11.2	-0.7	0.0	-1.1	-12.8
COCCCn1c(=O)c2ccccc2n(Cc2ccc(C)cc2)c1=O	nt	3.0	4.2	-6.6	-5.7	0.0	-6.5	-1.3
Nc1cc2c(cc1C(=O)c1ccccc1F)OCCO2	0.1	2.5	2.1	2.8	9.0	0.3	-3.1	-19.2
COc1ccc(S(=O)(=O)N2[C@@H]3CNC[C@H]2C3c2ccc(-c3ccncc3)cc2)cc1 (some centres not stated)	0.1&-0.1	-7.8&3.7	11.5	nt	nt	0.0&0.0	3.1	25.0
O=c1[nH]c2c(c(=O)n1-c1ccccc1)CCO2	0.1	-4.6	3.8	nt	-5.2	-0.1	5.2	-15.9
Cc1ccc(OCc2cc(C(=O)N(C)CCc3nc4ccccc4[nH]3)no2)cc1C	nt	-3.3	-2.4	-21.7	4.9	0.0	nt	-31.9
Cc1noc(C)c1S(=O)(=O)Nc1ccc2c(c1)C(=O)N([C@H](C)CO)C[C@@H](C)[C@@H](CN(C)S(=O)(=O)c1cccs1)OCCCC[C@@H](C)O2	nt	5.3	nt	2.6	2.1	-0.1	2.7	nt
CN1CCc2c(sc3nc(NN)n(-c4ccc(Cl)cc4)c(=O)c23)C1	nt	nt	-5.2	12.7	5.9	nt	nt	3.0
O=C(NC1CC1)c1cccc(NC(=O)c2cn3ccccc3n2)c1	7.3	-9.7	7.9	-6.0	31.0	0.2	-44.8	-12.1
COc1ccc(-c2oc3ccc(-c4cc(OC)c(OC)c(OC)c4)cc3c2C#Cc2ccsc2)cc1	0.3	13.7	10.9	-5.1	-6.7	0.0	7.2	15.9
CCc1nnc2c(NCCc3ccccc3)nc3ccccc3n12	0.1	8.4	-2.4	1.8	-7.1	0.2	17.3	-15.4
CS(=O)(=O)N1CCN(c2ccc([N+](=O)[O-])cc2F)CC1	nt	-4.2	2.0	nt	nt	0.0	-6.0	-11.5
C[C@@H]1CN([C@@H](C)CO)C(=O)c2cc(C#CC3CCCCC3)cnc2O[C@H]1CN(C)S(=O)(=O)c1ccc(F)cc1	0.3	-6.8	3.0	7.3	-7.5	-1.3	11.3	17.0
CN(C)CC#Cc1ccc([C@H]2[C@@H](CO)N3CCCCN(CC4CC4)C[C@@H]23)cc1	-0.5	nt	-0.5	-8.7	nt	0.0	-9.3	60.9*
COC(=O)c1cc(Br)ccc1NC(=O)CCNC(=O)c1ccco1	-0.1	0.3	-1.1	-4.4	-0.4	0.4	2.3	-6.2
